Source: PubChem
Epigenetic derep – regulators of epigenetic silencing causing reporter derepression in mouse cells; Potency, µM (series often up to 53.9 µM), inactives show top-dose GFP activation, actives largely listed as activators; murine LDR cells, GFP reporter derepression, 30 h; 0.2% of 280,000 active; note: potency is the fitted concentration of half-maximal effect; % of control where 0% means no effect; nearly all actives have a fitted effect of over 60% in size
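In this reporter-derepression format, murine cells bearing a silenced integrated CMV-GFP locus incubate with test compound (30 h, 37 C), then are washed and imaged; fluorescent objects of 20–120 um count as induced cells.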
TRb SRC2 PPI – disrupts binding of human TR beta to SRC2. TRbeta-SRC2 peptide binding, fluorescence polarization; receptor liganded with 1 µM T3. Potency, µM (highest dose often 106 µM), for inactives: top-dose activity change, negative = inhibition, most hits filed as inhibitors. 0.065% of 280,000 active. AID 1469;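 note: potency is the fitted concentration of half-maximal effect; plate controls were bound peptide for no effect and peptide without receptor for full effect; nearly all actives have a fitted effect of over 50% in size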
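Assay buffer: 20 mM Tris-HCl, 100 mM NaCl, 10% glycerol, 1 mM EDTA, 0.01% NP-40, 1 mM DTT, 1 uM T3, 5% DMSO; TRb LBD 0.6 uM, Texas Red SRC2 20 nM; FP after 5 hr.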
NPSR antag – neuropeptide S receptor (human) antagonism, cAMP; AID 1461; Potency, µM (doses to about 38.3 µM), for the others: at the highest dose activity change, negative = inhibition, most hits filed as inhibitors; Q6W5P4; CHO-NPSR cells, cAMP TR-FRET, antagonist mode; 1% of 220,000 active; note: potency is the fitted concentration of half-maximal effect; % is set by controls: 0 for no effect and ±100 for the full control effect; nearly all actives have a fitted effect of over 50% in size; many of its hits are not listed in these tables
TexasRed fluor – alters Texas Red total fluorescence, flagging assay interference. TRb/SRC2 Texas Red total fluorescence interference. Potency, µM (top dose mostly 106 µM), for inactives: at the top dose fluorescence change, negative = quenching. 0.29% of 280,000 active; active = well fitted curve in either direction with a large enough effect; inconclusive = small, poorly fitted or top-dose-only effect; note: potency is the fitted concentration of half-maximal effect; % is set by controls: 0 for no effect and ±100 for the full control effect
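Human TRβ ligand-binding domain (0.6 uM) and Texas Red SRC2 peptide (20 nM) in Tris buffer with 1 uM T3 and 5% DMSO were incubated with pinned compound for 5 hr at ambient temperature. Total fluorescence was computed as S + 2P (555/632 nm).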
Tau fluor counter – counter-screen for tau fibril formation inhibitors; tau K18 P301L (four-repeat tau fragment) Alexa594 fluorescence, heparin fibrillization; Potency, µM (top dose mostly 57.7 µM), without a hit: top-dose activity change, negative = decrease; 0.93% of 280,000 active; note: potency is the fitted concentration of half-maximal effect; % is set by controls: 0 for no effect and ±100 for the full control effect; nearly all actives have a fitted effect of over 55% in size
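Human K18 P301L tau (15 uM unlabeled plus 0.24 uM Alexa 594-labeled, final) in 100 mM sodium acetate pH 7 was mixed with compound and 20 uM heparin and incubated 6 hr at 37 C.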
GLA spleen mod – inhibits or activates alpha-galactosidase in human spleen homogenate | 0.008% of 240,000 active | P06280 | human spleen homogenate, 4MU-alpha-Gal fluorescence, 40 min | Potency, µM (titrated, usually from 80 µM), without a hit: at the highest dose activity change, negative = inhibition, actives largely listed as inhibitors | AID 2107;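 note: potency is the fitted concentration of half-maximal effect; 0% = enzyme with vehicle and -100% = no enzyme basal signal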
Target sequence (P06280 32-429 limits assumed): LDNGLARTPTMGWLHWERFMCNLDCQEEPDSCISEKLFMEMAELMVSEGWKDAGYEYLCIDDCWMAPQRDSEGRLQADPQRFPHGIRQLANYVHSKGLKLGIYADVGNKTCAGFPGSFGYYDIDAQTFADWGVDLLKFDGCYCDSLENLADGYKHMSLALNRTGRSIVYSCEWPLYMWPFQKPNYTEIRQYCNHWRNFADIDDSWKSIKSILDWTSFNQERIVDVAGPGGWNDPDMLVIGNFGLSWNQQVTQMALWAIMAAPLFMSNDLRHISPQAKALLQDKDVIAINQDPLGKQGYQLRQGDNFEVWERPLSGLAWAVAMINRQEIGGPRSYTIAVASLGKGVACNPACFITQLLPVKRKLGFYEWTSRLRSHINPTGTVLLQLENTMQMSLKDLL
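qHTS titration in buffer at pH 5.0. Alpha-galactosidase activity in spleen homogenate was measured via 4-methylumbelliferone release from 1 mM fluorogenic substrate after 40 min at 37C and a pH 10 stop. AC50 came from Hill fits of control-normalized data.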
Tau FP inhib – tau fibrillization inhibition (FP). Potency, µM (titrated, usually from 57.7 µM), inactives show at the highest dose activity, negative = inhibition, most hits filed as inhibitors. P10636. K18 P301L tau heparin fibrillization, Alexa594 FP, 6 h. 0.39% of 280,000 active. AID 1468; note: potency is the fitted concentration of half-maximal effect; % is set by controls: 0 for no effect and ±100 for the full control effect; nearly all actives have a fitted effect of over 55% in size
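FP of Alexa 594-tau after heparin (20 uM) induction. Substrate: human K18 P301L, 15 uM unlabeled, 0.24 uM labeled. Buffer 100 mM sodium acetate pH 7. 6 hr, 37 C.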
CBFb RUNX1 block – CBF-beta/RUNX1 interaction disruption. AlphaScreen CBFb-His/RUNX1-biotin binding, biochemical. Potency, µM (highest dose often 59.8 µM), for inactives: top-dose activity, negative = inhibition, usual class: inhibitors. 230,000 tested, under 10 active. AID 1477; note: % of control where 0% means no effect
Target sequence (Q01196 whole entry, looked up): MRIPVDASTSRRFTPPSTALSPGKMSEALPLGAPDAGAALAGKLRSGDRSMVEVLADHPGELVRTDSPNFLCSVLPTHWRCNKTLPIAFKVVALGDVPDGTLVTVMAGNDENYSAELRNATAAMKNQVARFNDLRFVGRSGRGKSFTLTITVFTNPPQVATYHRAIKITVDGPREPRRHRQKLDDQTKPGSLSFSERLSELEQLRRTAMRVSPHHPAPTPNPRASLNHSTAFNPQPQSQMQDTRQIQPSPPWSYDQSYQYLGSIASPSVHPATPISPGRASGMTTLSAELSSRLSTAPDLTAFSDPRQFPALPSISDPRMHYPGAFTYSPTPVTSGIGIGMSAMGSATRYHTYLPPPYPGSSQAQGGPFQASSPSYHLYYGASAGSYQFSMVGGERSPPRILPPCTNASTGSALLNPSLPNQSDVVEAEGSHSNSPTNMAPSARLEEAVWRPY
Target sequence (Q13951 whole entry, looked up): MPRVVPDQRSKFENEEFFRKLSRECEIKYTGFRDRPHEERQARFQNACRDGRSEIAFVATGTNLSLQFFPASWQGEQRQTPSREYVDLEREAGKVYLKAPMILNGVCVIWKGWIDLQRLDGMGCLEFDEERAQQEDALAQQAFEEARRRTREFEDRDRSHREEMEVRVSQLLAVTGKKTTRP
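Proteins preincubated together for 20 min at RT before compound addition; 15 min later, nickel and streptavidin beads were added and left 90 min prior to AlphaScreen measurement.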
Starred values were filed as active, the others as inactive; ? = inconclusive; / = no result given; & = joins results of further samples; [ ] = dose if it differs, or a comment. Unless noted, calls come from the whole dose curve; as a rule, active = well fitted curve in the direction sought with a large enough effect; inconclusive = small, poorly fitted or top-dose-only effect, or another doubt; inactive = no such curve, though single readings can be large; an effect the other way counts as inactive or inconclusive.

SMILES	Epigenetic derep	TRb SRC2 PPI	NPSR antag	TexasRed fluor	Tau fluor counter	GLA spleen mod	Tau FP inhib	CBFb RUNX1 block
COc1ccccc1N1CCN(/N=C/C=C/c2ccccc2[N+](=O)[O-])CC1	5.4%	-6%	59%	0%	?	0%	12%	/
CC(C)N(CCC(=O)c1ccc2ccccc2c1)Cc1ccccc1	?	2%&-12%	-14%[46.1 µM]	1%&-1%	-1%&-15%	10%&12%	-12%&-18%	-11%
COc1ccc(CCNC(=O)Cn2ncc3c(C)n(Cc4ccccc4F)c(C)c3c2=O)cc1OC	3.5%	-5%	/	0%	-10%	/	-13%	/
Cc1cc(C)c(NC(=O)CSc2ccc3nnc(CCNC(=O)c4ccccc4)n3n2)c(C)c1	3.3%	1%	-12%[46.1 µM]	-4%	-3%	-4%	-2%	-4%
CN(C(=O)CS(=O)(=O)Cc1ccccc1Cl)c1ccccc1	0.9%	1%	12%	-2%	-1%	-4%	1%	1%
COc1ccc(OC)c(-c2cc(C(=O)NCc3ccco3)no2)c1	-1.9%	-11%	-28%[46.1 µM]	2%	-14%	19%	-3%	-6%
O=C(C1=C[C@H](c2ccc3c(c2)OCO3)C[C@H](OCCCCO)O1)N1CCOCC1	-4.2%	-5%	-23%	-1%	-11%	-2%	-15%	-6%
CCOC(=O)CCCN1CC(O)=C(c2nc(-c3ccc(Cl)cc3)cs2)C1=N	0.1%	7%	-11%	2%	-29%	8%	4%	-4%
CSc1nc(N2CCN(c3ccccc3Cl)CC2)c2ccccc2n1	2.2%	1%	44%	-2%	-15%	2%	?	?
CC(C)C(=O)N1CCN(c2ccc(NC(=O)c3cccs3)cc2Cl)CC1	-1.4%	5%	-28%	1%	?	4%	4%	1%
Cc1nn(-c2ccccn2)c2c1C(c1ccccn1)C1=C(CCCC1=O)N2 (stereo not given)	-0.7%	-2%	0%[46.1 µM]	0%	2%	26%	3%	13%
Cc1ccc(NCCC(=O)c2cccs2)cc1Cl	0.9%	-12%	6%[46.1 µM]	1%	-16%	-4%	4%	12%
CCOC(=O)C1CCN(S(=O)(=O)c2cc(Br)cc3c2N(C(=O)C2CC2)CC3)CC1	0.0%	-31%	-24%[46.1 µM]	1%	-20%	-1%	6%	14%
CC1CCCCC1NC(=O)COC(=O)c1ccccc1NC(=O)c1ccco1 (stereo not given)	-0.8%	-12%	-8%[46.1 µM]	2%	-10%	-11%	-2%	7%
Cc1ccc(O)c(NC(=O)c2cc([N+](=O)[O-])ccc2Cl)c1	2.2%	-5%	-10%	-4%	0%	-2%	0%	-4%
CCOC(=O)c1sc(=NC(=O)c2cccs2)n(C)c1C	10%	3%	3.2µM*	0%	3%	-4%	-3%	0%
COC(=O)c1ccc(N2C(=O)CC(SCC(=O)Nc3ccc(OC)cc3)C2=O)cc1 (stereo not given)	0.0%	6%	8%	2%	/	-3%	/	0%
COc1ccc(S(=O)(=O)N2CCOCC2)cc1NC(=O)CSc1n[nH]c(C(C)C)n1	-1.1%	-5%	10%	-7%	1%	-2%	4%	-8%
COc1cccc(C(=O)N2CCN(CCc3ccncc3)CC2)c1	-4.4%	-6%	/	1%	1%	/	-1%	/
O=C(O)CCn1ccnc1-c1ccccc1	0.0%	-8%	-4%[46.1 µM]	-3%	-7%	-1%	6%	-1%
CC(=O)NC(=S)Nc1ccc(S(=O)(=O)N(C)Cc2ccccc2)cc1	-1.4%	-10%	?	1%	9%	-8%	10%	-23%
O=C(NCc1ccc2c(c1)OCO2)c1cccc(Cl)c1	-2.0%	-2%	-6%[46.1 µM]	-2%	3%	-2%	3%	3%
CC(=O)c1cccc(NC(=O)c2ccc(NS(C)(=O)=O)cc2)c1	1.0%	19%	6%	0%	3%	-1%	6%	5%
CCCc1nnc(N2C(=O)c3cccc4cccc(c34)C2=O)s1	-0.7%	4%	-6%[46.1 µM]	-2%	-6%	-6%	3%	14%
CCOC(=O)c1cc2c(=O)n3ccccc3nc2n(CCOC)c1=NC(=O)C(C)(C)Oc1ccc(Cl)cc1	?	-8%	/	-2%	-16%	/	-2%	/

The closing two entries of the section above lead into the next.
SMILES	Epigenetic derep	TRb SRC2 PPI	NPSR antag	TexasRed fluor	Tau fluor counter	GLA spleen mod	Tau FP inhib	CBFb RUNX1 block
CCCc1nnc(N2C(=O)c3cccc4cccc(c34)C2=O)s1	-0.7%	4%	-6%[46.1 µM]	-2%	-6%	-6%	3%	14%
CCOC(=O)c1cc2c(=O)n3ccccc3nc2n(CCOC)c1=NC(=O)C(C)(C)Oc1ccc(Cl)cc1	?	-8%	/	-2%	-16%	/	-2%	/
O=C(Nc1cc(F)cc(F)c1)c1ccc(NCCCN2CCCCCC2)c([N+](=O)[O-])c1	-3.1%	-14%	-23%	0%	-12%	3%	-2%	4%
CCCCS(=O)CC(COc1ccc(Cl)cc1)OC(=O)c1ccccc1 (stereo not given)	-2.1%	-11%	-29%[46.1 µM]	3%	-2%	10%	-4%	6%
CCOC(=O)Cc1ncccc1C(=O)Nc1ccc(OC)cc1	8.6%	-1%	-2%	-6%	-3%	-5%	-1%	-13%
COc1ccc2c(=O)c3c(=O)n(Cc4ccco4)c(-c4ccccc4)nc3oc2c1	-1.0%	0%	-27%[46.1 µM]	0%	-10%	4%	-3%	5%
COCCN(C(=O)CCCC(=O)Nc1ccccn1)C(C(=O)NC1CCCCC1)c1ccc(C)cc1 (stereo not given)	?	-11%	-8%[46.1 µM]	0%	4%	-28%	-3%	1%
CCOC(=O)Nc1c(C(=O)OC)[nH]c2cccc(OC)c12	0.0%	-7%	-5%[46.1 µM]	-4%	-7%	3%	3%	2%
COc1ccc(NC(=O)c2cc3cc(C)ccc3[nH]2)cc1	1.6%	-3%	/	5%	-6%	/	0%	/
O=S(=O)(Oc1ccc(Cl)cc1)c1ccccc1	/	5%	/	0%	/	-9%	/	27%
COc1ccc(C(C)C)cc1S(=O)(=O)N1CCN(C)CC1	-1.0%	3%	-3%[46.1 µM]	-2%	-7%	1%	5%	2%
O=[N+]([O-])c1cc(S(=O)(=O)N2CCCC2)ccc1NN=C1CCCC1	0.0%	6%	-26%	-2%	4%	-3%	6%	-5%
O=C(COC(=O)c1ccc(O)cc1)NCc1ccc2c(c1)OCO2	-0.4%	-1%	4%	-2%	-2%	5%	3%	3%
CSc1ccc(/C=C2/C(C)=C(CC(=O)O)c3cc(F)ccc32)cc1	2.2%	3%	/	0%	-10%	1%	?	-27%
CCOC(=O)c1[nH]c2c(c1Cc1ccccc1)C(=O)CC(c1ccc(OC)cc1)C2 (stereo not given)	6.9%	1%	/	-1%	?	/	?	/
COc1cc(SC#N)ccc1N=Cc1c(C)[nH]n(-c2cccc3ccccc23)c1=O	?	-13%	-11%[46.1 µM]	-4%	-17%	-20%	?	11%
Cc1ccc(C)c(Cn2c(SCC(=O)N(C)Cc3ccccc3)nc3ccccc32)c1	-3.4%	0%	/	-3%	12%	/	13%	/
COc1cc(OC)c(N(C)C(=O)c2sc3nc4n(c(=O)c3c2C)CCCCC4)cc1Cl	0.8%	-3%	/	-29%	-3%	/	-6%	/
CC(C)C(=O)Nc1ccc(C(=O)N/N=C/c2cc(Br)cc(Br)c2O)cc1	?	0%	?	-3%	-4%	14%	?	5%
O=C(O)c1cc(Cl)c2c(c1)[C@@H]1C=CC[C@@H]1[C@H](c1ccc(S(=O)(=O)N3CCOCC3)cc1)N2	0.3%	8%	-17%	2%	6%	-2%	5%	0%
CCC(C)(C)n1nnnc1C(C(C)C)N(CCN1CCOCC1)Cc1cc2cccc(C)c2[nH]c1=O (stereo not given)	0.8%	2%	-18%[46.1 µM]	-3%	0%	-10%	6%	-4%
COc1ccc(-n2c(C)cc(C(=O)COC(=O)Cn3cnc4ccccc43)c2C)cc1	0.0%	1%	-13%[46.1 µM]	0%	-6%	7%	2%	-29%
Cc1ccc(CNC(=O)C2CCCCC2C(=O)O)cc1 (stereo not given)	6.3%	0%	-3%[46.1 µM]	-4%	7%	-10%	4%	-3%
COC(=O)c1cc2c(cc1Cl)SC(=NCCCN1CCOCC1)NS2(=O)=O	-1.0%	-7%	1%[46.1 µM]	0%	-3%	-14%	-5%	2%
COc1ccc(CNc2nc(NCc3ccc(OC)cc3)c3[nH]cnc3n2)cc1	-4.5%	1%	-1%	-2%	?	4%	14%	3%
Clc1ccc(-c2csc(N3CCN(c4ccccc4)CC3)n2)cc1	0.0%	4%	-2%[46.1 µM]	3%	-6%	0%	2%	1%
N#Cc1c(-c2ccccc2)nc(SCC(=O)N2c3ccccc3Sc3ccccc32)[nH]c1=O	1.2%	5%	?	-2%	-21%	-5%	?	-1%
COc1ccc(CCn2cc(C#N)c(=O)[nH]c2=O)cc1OC	-4.2%	1%	10%	0%	-2%	0%	11%	9%
CCc1cc2c(=O)c(-c3cscn3)coc2cc1O	-2.1%	-5%	-10%[46.1 µM]	-1%	-6%	1%	-14%	4%
Cc1ccc(S(=O)(=O)N(C)C)cc1NC(=O)CN1C(=O)NC(Cc2c[nH]c3ccccc23)C1=O (stereo not given)	1.1%	-2%	-23%	-4%	-17%	-4%	5%	-4%
CCOc1ccccc1NC(=O)CNC(=O)Cc1ccccc1	1.1%	-6%	8%	-1%	-2%	4%	1%	0%
C/C(=N\NC(=O)c1cccc(C)c1)c1cccc(NC(=O)c2ccco2)c1	-2.3%	-10%	-11%[46.1 µM]	-2%	-9%	8%	0%	0%

Full records, quoted from the list. Values in the order: Epigenetic derep | TRb SRC2 PPI | NPSR antag | TexasRed fluor | Tau fluor counter | GLA spleen mod | Tau FP inhib | CBFb RUNX1 block
`COc1cccc(C(=O)N2CCN(CCc3ccncc3)CC2)c1` reads -4.4% | -6% | / | 1% | 1% | / | -1% | /
`CCOC(=O)c1cc2c(=O)n3ccccc3nc2n(CCOC)c1=NC(=O)C(C)(C)Oc1ccc(Cl)cc1` reads ? | -8% | / | -2% | -16% | / | -2% | /
`Cc1cc(C)c(NC(=O)CSc2ccc3nnc(CCNC(=O)c4ccccc4)n3n2)c(C)c1` reads 3.3% | 1% | -12%[46.1 µM] | -4% | -3% | -4% | -2% | -4%
`CCOC(=O)Cc1ncccc1C(=O)Nc1ccc(OC)cc1` reads 8.6% | -1% | -2% | -6% | -3% | -5% | -1% | -13%
`CC(=O)c1cccc(NC(=O)c2ccc(NS(C)(=O)=O)cc2)c1` reads 1.0% | 19% | 6% | 0% | 3% | -1% | 6% | 5%

The list is partial (hit frequency here may not be typical).
